GCN5L2 inh: GCN5L2 (KAT2A) acetyltransferase inhibition. Q92830. AID 504327. GCN5L2 HAT assay, ThioGlo1 CoA-SH fluorescence. 390,000 compounds, 0.21% hits. Potency, µM (series often up to 58.9 µM), inactives show at the highest dose activity change, negative = inhibition, hits mostly inhibitors
Target sequence (Q92830 whole entry, looked up): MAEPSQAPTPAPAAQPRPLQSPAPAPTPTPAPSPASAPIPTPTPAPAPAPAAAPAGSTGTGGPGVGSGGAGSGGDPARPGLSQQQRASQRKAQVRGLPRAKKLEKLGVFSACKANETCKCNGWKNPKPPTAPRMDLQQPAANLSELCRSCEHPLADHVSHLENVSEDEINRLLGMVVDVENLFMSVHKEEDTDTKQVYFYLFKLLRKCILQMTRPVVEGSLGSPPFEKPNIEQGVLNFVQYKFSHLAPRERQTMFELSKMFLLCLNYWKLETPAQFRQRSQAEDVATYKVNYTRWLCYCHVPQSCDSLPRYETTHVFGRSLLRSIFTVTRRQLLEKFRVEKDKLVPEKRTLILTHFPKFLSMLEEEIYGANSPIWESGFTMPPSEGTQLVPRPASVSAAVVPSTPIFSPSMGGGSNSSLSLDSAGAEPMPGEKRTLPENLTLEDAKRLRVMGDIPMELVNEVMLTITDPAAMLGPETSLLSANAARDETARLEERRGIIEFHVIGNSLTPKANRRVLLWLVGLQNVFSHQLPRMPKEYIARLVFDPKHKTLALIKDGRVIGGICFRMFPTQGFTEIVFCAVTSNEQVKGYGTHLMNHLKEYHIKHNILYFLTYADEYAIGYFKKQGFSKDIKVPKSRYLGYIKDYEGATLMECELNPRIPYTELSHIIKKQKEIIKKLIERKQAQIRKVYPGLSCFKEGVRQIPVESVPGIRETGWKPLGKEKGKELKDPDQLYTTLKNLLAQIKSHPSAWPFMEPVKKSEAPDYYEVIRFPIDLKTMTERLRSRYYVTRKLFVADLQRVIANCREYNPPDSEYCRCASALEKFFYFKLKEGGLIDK
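Fluorescence readout, Ex340nm/Em540nm: ThioGlo1 (50uM final) reacts with free CoA thiol released as 20nM GCN5L2 acetylates H3(1-25) peptide (75uM) using acetyl-CoA (70uM). Compound and enzyme sat 15 min beforehand; 20 min room-temperature reaction.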
TDP1 cell noCPT: qHTS for Inhibitors of human tyrosyl-DNA phosphodiesterase 1 (TDP1): qHTS in cells in absence of CPT; DT40 Tdp1-/- hTDP1 cells, no CPT, ATP luminescence, 48 h; Potency, µM (series often up to 46.2 µM), without a hit: top-dose activity change, negative = growth inhibition, hits mostly inhibitors; 420,000 compounds, 15% hits; AID 686978, 2013; note: nearly all actives have a fitted effect of over 55% in size
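Chicken DT40 Tdp1-/- cells stably complemented with human TDP1 were seeded at 400 cells/well with DMSO in place of 20 nM camptothecin. After compound pinning, cells grew at least 48 hr at 37 °C; viability read by CellTiter-Glo luminescence.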
TDP1 cell CPT: growth inhibition of DT40 Tdp1-/-;hTDP1 cells with camptothecin (screen for TDP1 inhibitors); chicken DT40 Tdp1-/-;hTDP1 cells + 20 nM CPT, ATP luminescence, 48 h; Potency, µM (doses to about 46.2 µM), inactives show top-dose activity change, negative = growth inhibition, most hits filed as inhibitors; 420,000 compounds, 12% hits; AID 686979; note: nearly all actives have a fitted effect of over 55% in size
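Chicken DT40 Tdp1-/- cells complemented with human TDP1, 400 cells/well, exposed to compounds plus 20 nM camptothecin for at least 48 h at 37 C; viability read as ATP content by CellTiter-Glo luminescence.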
* marks the source's active call; other numbers are inactive results; u = inconclusive; x = not tested or not shown; & = joins results of further samples. Calls come from the whole dose curve; as a rule, active = well fitted curve in the direction sought with a large enough effect; inconclusive = small, poorly fitted or top-dose-only effect, or another doubt; inactive = no such curve, though single readings can be large; an effect the other way counts as inactive or inconclusive. % is set by controls: 0 for no effect and ±100 for the full control effect; potency is the fitted concentration of half-maximal effect. An excerpt; count on the stated rates, not on these rows.

Compound | TDP1 cell noCPT | GCN5L2 inh | TDP1 cell CPT
CC(c1ccccc1)n1cc2c(c1-c1ccccc1Br)c(=O)n(C)c(=O)n2C (centres undefined) | 18µM* | -4% | 16µM*
Cc1ccc2oc(-c3cccc(NC(=O)COc4ccc(Cl)cc4)c3C)nc2c1 | -19% | x | -21%
Cc1ccc(N2C(=O)N(CC(=O)N3c4ccccc4CC3C)C(=O)C2C)cc1 (centres undefined) | -28% | -3% | -21%
Cc1cc(C)c(S(=O)(=O)N2CCN=C2c2ccccc2)cc1C | -24% | 0% | -4%
O=C(Nc1cccc2c1CCCC2)c1ccco1 | -15% | -1% | -2%
COc1cccc(C(c2c(C)[nH]n(-c3ccccc3)c2=O)c2c(C)[nH]n(-c3ccccc3)c2=O)c1O | -6% | -16% | -15%
CCOc1cc(N2CCOCC2)c(OCC)cc1NC(=O)c1ccc(-n2ccnc2)c([N+](=O)[O-])c1 | 15µM* | -4% | -30%
CCOC(=O)c1cccc(NC(=O)C2CCN(S(=O)(=O)c3ccc4c(c3)oc(=O)n4C)CC2)c1 | 21µM* | 2% | u
Cc1cc(C)nc(NS(=O)(=O)c2ccc(NC(=O)CCC(=O)O)cc2)n1 | 5% | x | -2%
Cn1c(Oc2ccccc2NCc2cc(Br)ccc2O)cc(=O)n(C)c1=O | 23µM* | -6% | 18µM*
COc1ccc(Br)cc1CNC(=O)CCCn1c(=O)c2cccn2c2ccccc21 | 23µM* | -6% | u
CSc1nnc(Cc2sc(-c3ccccc3)nc2-c2ccccc2)o1 | u | -18% | u
COc1cccc(NC(=O)CNC(=O)N2CC(=O)Nc3ccccc32)c1 | 9% | 1% | 1%
O=[N+]([O-])c1ccc(N2CCCC2)cc1NC1CC1 | u | 0% | -24%
COc1cccc(NC(=O)Nc2ccc3snnc3c2)c1 | u | -9% | u
Cc1ccc(-c2nc(CN(CC3CCC3)CC3CCCO3)c(C)o2)s1 (centres undefined) | u | -2% | u
CCN(CC)S(=O)(=O)c1cc(C(=O)OCC(=O)NC2CCCc3ccccc32)ccc1C (centres undefined) | u | -3% | -11%
CCc1nc2sc(C)c(C)c2c(=O)n1CCO | 7% | -17% | 0%
COc1cc(COc2cc(N)c(Cl)cc2C(=O)CCC2CCN(CCNS(C)(=O)=O)CC2)cc(OC)c1 | 16µM* | -18%&-16% | 27µM*
COc1ccc(CC(C(=O)Nc2cc(C)ccc2C)/C(N)=N/O)cc1 (centres undefined) | -4% | -10% | -16%

Of the compounds above, 3 have bromine:
Compound | TDP1 cell noCPT | GCN5L2 inh | TDP1 cell CPT
CC(c1ccccc1)n1cc2c(c1-c1ccccc1Br)c(=O)n(C)c(=O)n2C (centres undefined) | 18µM* | -4% | 16µM*
Cn1c(Oc2ccccc2NCc2cc(Br)ccc2O)cc(=O)n(C)c1=O | 23µM* | -6% | 18µM*
COc1ccc(Br)cc1CNC(=O)CCCn1c(=O)c2cccn2c2ccccc21 | 23µM* | -6% | u

(listing goes on)
Compound | TDP1 cell noCPT | GCN5L2 inh | TDP1 cell CPT
CC1CCCN(CC(=O)Nc2cc(S(=O)(=O)N3CCOCC3)ccc2N2CCCC2)C1 (centres undefined) | u | 2% | -19%
O=S1(=O)C=C(SCCN2CCCC2)c2ccccc21 | -17% | -2% | 4%
COc1ccc(CCNC(=O)Cn2c(=O)oc3cc(Cl)ccc32)cc1OC | 8% | 14% | -27%
Cc1c(N)cccc1Cl | 6% | 10% | 7%
Cc1cc(Cl)ccc1NC(=S)NCCc1ccc(S(N)(=O)=O)cc1 | u | x | -3%
O=C(Cc1ccc(Br)cc1)Nc1ccc(S(=O)(=O)Nc2ncccn2)cc1 | -4% | -1% | -3%
CC1=C(C(N)=O)C(c2ccc(Br)cc2)n2nc(CCCO)nc2N1 (centres undefined) | 19% | -2% | -1%
CC(C)COc1ccc(Nc2ncnc3ccc(Br)cc23)cc1 | u | -9% | 12µM*
C=CCNc1nc(-c2ccc(OC)cc2OC)cs1 | u | -8% | -25%
CC1C/C(=N/NC(=O)c2ccc(CSc3nc4ccccc4[nH]3)cc2)CC(C)(C)C1 (centres undefined) | -27% | 0% | -26%
CC(C)CC(COCc1ccc(F)cc1)N1CCN(C(=O)c2cccc(C(F)(F)F)c2)CCC1=O (centres undefined) | u | 0% | u
COc1ccc(S(=O)(=O)N2CCCCCC2)cc1C(=O)OC(C)C(N)=O (centres undefined) | u | -8% | -7%
Cc1ccc(C(=O)Nc2nnc(SCc3cc(=O)n4ccc(C)cc4n3)s2)cc1 | -15% | -11% | 5%
C=CCNC(=S)N/N=C(\C)c1ccccn1 | 0.018µM* | -6% | 0.01µM*
CCOC(=O)c1cn(-c2ccc(F)c(F)c2F)c2c(F)c(F)c(F)cc2c1=O | u | 5% | u
NC(=O)c1ccc(NC(=O)COC(=O)C2COc3ccccc3O2)cc1 (centres undefined) | -9% | -1% | 10%
Cc1noc(NS(=O)(=O)c2ccc(NC(=O)COc3ccc(C#N)cc3)cc2)c1C | -1% | -5% | 5%
O=C(COC(=O)c1cccc(NS(=O)(=O)c2ccc(F)c(F)c2)c1)NC(=O)NC1CCCC1 | u | 2% | -11%
COc1ccccc1CN1CC(C(=O)NCCCCc2ccccn2)CCC1=O (centres undefined) | -21% | x | -5%
O=C(N/C(=C\c1ccco1)C(=O)N1CCCC(CO)C1)c1ccccc1 (centres undefined) | 7% | -4% | 10%
COc1cc(OC)c(OC)cc1/C=C/c1nccc2ccccc12 | u | x | u
Cc1ccc(S(=O)(=O)Nc2ccc3nc(-c4cccn4C)[nH]c3c2)cc1 | u | -8% | u
CCOC(=O)c1sc2nc(CN3CCCCC3)nc(Cl)c2c1C | -12% | -5% | 1%
Cc1cc(NC(=O)CSc2nc(=O)n3cc(Cl)ccc3n2)no1 | -5% | -1% | -3%
CCn1nnc(-c2ccc(N)cc2)n1 | -7% | -8% | -7%
CC(=O)Nc1cccc(-c2ccnc3c2CC(C(=O)Nc2ccccc2)O3)c1 (centres undefined) | u | x | u
Cc1ccc(C(=O)c2ccccc2C(=O)OCC(=O)Nc2cccc([N+](=O)[O-])c2)cc1 | u | 0% | 18µM*
C=CCN1C(=O)N(/C=C/C)c2cccc3cccc1c23 | -3% | -1% | -6%
CCCCNC(C(=O)Nc1ccc([N+](=O)[O-])cc1Br)c1ccccc1 (centres undefined) | -9% | -1% | -16%
CC(=O)Nc1ccc(N2C(=O)CSC2c2cccc(Br)c2)cc1 (centres undefined) | -8% | 3% | -1%
COc1ccc(C(=O)NCc2ccncc2)cc1S(=O)(=O)NCc1ccc(Cl)cc1 | 10% | -10% | -18%
COc1ccc(CCN2C(=NC(=O)CCC(=O)O)SC3CS(=O)(=O)CC32)cc1 (centres undefined) | -9% | -1% | 1%
Cc1ccc(C)c(N2CC(C(=O)OCC(=O)Nc3cc(C)on3)CC2=O)c1 (centres undefined) | -4% | -2% | -2%
COc1cc2c(cc1OC)CN(C1CCCN(Cc3cc(Cl)ccc3O)C1)CC2 (centres undefined) | u | -2% | 16µM*
Cc1ccccc1Sc1c(C#N)c(-c2ccccc2)nn1C | u | -5% | -14%
CCOc1ccc2nc(N3C(=O)/C(=C/c4ccc(Cl)cc4)NC3=S)sc2c1 | 10µM* | 2% | u
Cc1sc2nc(SCC(=O)N(C)Cc3ccccc3)n(-c3ccccc3)c(=O)c2c1C | u | 6% | u
CCC1CCCCN1S(=O)(=O)c1ccc([N+](=O)[O-])cc1 (centres undefined) | -14% | 1% | -19%
COc1ccc2c(c1)c(=O)oc1cc(OCC(=O)NC3CCCCC3)ccc12 | u | -16% | u
Cc1sc2nc(SCC(=O)N(CCO)CCO)nc(N)c2c1C | 4% | 5% | 15%

Given with values under each structure: entries from further up
Below each SMILES – TDP1 cell noCPT | GCN5L2 inh | TDP1 cell CPT
CC1=C(C(N)=O)C(c2ccc(Br)cc2)n2nc(CCCO)nc2N1 (centres undefined)
  19% | -2% | -1%
CC(C)COc1ccc(Nc2ncnc3ccc(Br)cc23)cc1
  u | -9% | 12µM*
C=CCNc1nc(-c2ccc(OC)cc2OC)cs1
  u | -8% | -25%

(cont.)
Compound | TDP1 cell noCPT | GCN5L2 inh | TDP1 cell CPT
CCN(C(=O)COC(=O)c1ccc(C)c(S(=O)(=O)N2CCCCC2)c1)C1CCS(=O)(=O)C1 (centres undefined) | -9% | 1% | -11%
Cc1ccc(C)c(OCCSc2nc3ccccc3n2CC(=O)N2CCOCC2)c1 | u | -1% | -22%
Cc1cc([N+](=O)[O-])nn1CC(=O)N/N=C/c1ccccc1O | 18µM* | 4% | 8.2µM*
O=C(O)c1ccc(OCCn2ccnc2)cc1 | -6%&-6% | 0% | -7%&1%
CC(C)CCNC(=O)C1CCC(Cn2c(=O)c3sccc3n(CC(=O)NC(C)C)c2=O)CC1 (centres undefined) | u | -8% | -4%
Cc1c(C)c2ccc(OC(C)C(=O)N3C[C@H]4C[C@@H](C3)c3cccc(=O)n3C4)c(C)c2oc1=O (some centres undefined) | 0% | -1% | 21%
Cc1cccc(NC(=O)c2ccccn2)c1C | u | -1% | u
CCOc1ccc(N(CC(=O)NCc2ccccc2)C(=O)Cn2nnc(-c3ccc(C)o3)n2)cc1 | -20% | -3% | -6%
CCc1noc(C)c1C(=O)Nc1cc(Cl)ccc1N1CCOCC1 | -27% | -7% | -8%
O=C(CSc1nc(C(F)(F)F)cc(=O)[nH]1)Nc1ccc2c(c1)OCCO2 | 10% | 3% | -4%
CCCC(=O)NNc1cc(=O)c2c(=O)n(C)c(=O)n(C)c2[nH]1 | -11% | -4% | -3%
CCOC(=O)C1(Cc2ccccc2)CCN(Cc2csc(C(C)=O)c2)CC1 | u | -14% | -24%
CCCOc1ccc(C(=O)NNC(=S)NC(=O)c2cc(-c3ccc(Cl)cc3)nc3ccccc23)cc1 | 12µM* | u | 23µM*
CCOC(=O)c1c(NC(=O)c2ccc(S(=O)(=O)N(CCOC)CCOC)cc2)sc2c1CC(C)(C)NC2(C)C | u | -6% | u
COc1ccc(C(=O)c2oc3ccccc3c2NC(=O)c2ccc(F)cc2)cc1 | u | -1% | u
Cc1ccc2nc(NC(=O)C3CCCN(S(=O)(=O)c4cnc[nH]4)C3)sc2c1 (centres undefined) | -29% | -7% | -30%
Cc1ccccc1NC(=O)Cn1nc(-c2ccccc2)nc1-c1ccccc1 | -27% | -1% | -14%
Cc1ccc(N(CN2C(=O)C3C4CCC(C4)C3C2=O)C(=O)c2ccco2)cc1 (centres undefined) | -20% | -21% | -10%
CCN(CC(=O)NCc1ccc(Cl)cc1)C(=O)/C=C/c1cc(OC)c(OC)c(OC)c1 | -23% | -5% | -18%
Nc1c(S(=O)(=O)c2cccs2)c2nc3ccccc3nc2n1Cc1ccccc1 | u | -6% | u
CCCCN(CC)CCCNC(=O)Cn1nc(CC)n2c(cc3sccc32)c1=O | u | -4% | -15%
O=C(CSc1ccc(F)cc1)NC(=O)NCc1ccccc1 | -15% | 2% | 1%
C/C(=C/C=N/Nc1nc(N2CCCCC2)nc(N2CCCCC2)n1)c1ccccc1 | u | -2% | -27%
c1ccc(-c2csc(N3CCCCCC3)n2)cc1 | u | -14% | -23%
Cc1cc2c3c([nH]c2cc1S(=O)(=O)N1CCC2(CC1)OCCO2)CC(C)(C)CC3=O | -58% | -9% | u
CC1(C(=O)NS(=O)(=O)c2cccs2)CCN1C(=O)C1CC1 (centres undefined) | -13% | x | -3%
Cc1ccccc1OCC(=O)Nc1ccc2c(c1)Cc1ccccc1-2 | -17% | -1% | -6%
Cn1c(-c2ccccc2)cnc1SCC(=O)NCc1ccco1 | -21% | 4% | -26%
CC(=O)c1ccc(NC(=O)/C(=C\c2ccccc2)NC(=O)/C=C/c2ccccc2)cc1 | -3% | -11% | 15%
COc1cc(S(=O)(=O)Nc2ncn[nH]2)ccc1Cl | 0% | 0% | 1%
CC1(C)CC(NC(=O)c2cc(S(=O)(=O)N3CCOCC3)c(Cl)cc2Cl)CC(C)(C)N1 | 9% | -3% | 2%
CCOC(=O)N1CCN(C(=O)c2c[nH]c3ccc(S(=O)(=O)N(C)c4ccc(OCC)cc4)cc3c2=O)CC1 | 20% | -6% | -3%
COCCn1c(SCC(=O)c2c(N)n(C3CC3)c(=O)[nH]c2=O)nnc1-c1cccc(C)c1 | 1% | -6% | 1%
O=C(CN1CCc2ccccc2C1)Nc1cccc(S(=O)(=O)N2CCCC2)c1 | u | -2% | u
